# Compound activity: PubChem, several laboratories
# Phagocyt inh: inhibitors of macrophage phagocytosis | J774A.1 macrophage IgG-bead phagocytosis, imaging | inhibition, % at 5 µM | actives 0.07% (n = 110,000);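 active = inhibition above the mean of the plate negative controls plus 5 SD, cut at about 13% in these data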;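 also: phagocytic index as fraction of beads internalized from green versus red external bead signal; plate controls were DMSO negative control for no effect and cytochalasin-D positive control for full effect; some results beyond the cut were filed as inactive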
# HCT116 bCat-KO: beta-catenin-lacking colon tumor cell growth suppression | HCT116 beta-catenin knockout viability, CellTiter-Glo, 60 h; active compounds read low | viability, % at 10 µM | actives 1.5% (n = 140,000);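 active = viability at or under a set limit, the compound median less 4 SD, cut at about 6% in these data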;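 also: 0% = Hyamine 1622 control at 20 µM and 100% = untreated cell control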
# Yeast life ext: yeast lifespan extension | inhibition of the nicotinamide effect, % at 10 µM | actives 0.68% (n = 130,000) | AID 775 | S. cerevisiae growth with nicotinamide, OD615; deaD strain in restrictive glucose medium;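 active = inhibition above a set limit, placed 3 SD over the median of all compounds, cut at about 26% in these data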;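 also: 0% = nicotinamide-treated wells and 100% = cells grown without nicotinamide; some compounds called inactive have numbers as strong as hits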
#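 System: DeaD-strain S. cerevisiae / Buffer or medium: CSMM-D, restrictive glucose (dextrose) synthetic minimal medium / Probe or stimulus: nicotinamide, 1.5 mM, co-present with compound / Compound: one concentration, 10 µM, DMSO 0.25% / Incubation: 48 h compound exposure at 30 °C, humidified / Technique: optical density (absorbance) at 615 nm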
# Yeast growth inh: reduces growth of yeast BB579 in restrictive medium; S. cerevisiae BB579 growth, OD615, 48 h; inhibition, % at 10 µM; actives 0.51% (n = 140,000);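 active = inhibition above a set limit, 3 SD over the mean compound inhibition, cut at about 44% in these data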; also: inactives centre near -24
#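 controls = amphotericin B 10 µg/mL, positive | assay system = DeaD yeast strain BB579 | schedule = 48 h compound exposure at 30 °C after 4 h preincubation | detection = OD615 turbidity measurement | medium = restrictive CSMM-D medium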
# Measles CPE: protection of cells from measles virus; Measles virus-infected cells, CPE protection, absorbance; protection (pct of control), % at 4 µM; actives 1.5% (n = 140,000); AID 841; in the data active = protection mostly above about 24%, no sharp cut-off; inactive = mostly below about 26%; also: some compounds called inactive have numbers as strong as hits
# MRP1 act: activators of MRP-1. viability increase, % at 10 µM. actives 0.61% (n = 140,000). AID 799. H69AR cells + doxorubicin, viability rescue, CellTiter-Glo;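 active = viability gain under doxorubicin at or above a set limit, the compound median plus 3 SD, cut at about 4.7% in these data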;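 also: MRP-1 overexpressing cells given doxorubicin 25 µM after compound pretreatment; 18-22 h compound pretreatment then 72 h with doxorubicin before readout; 0% = doxorubicin-only wells and 100% = vehicle-treated cells without doxorubicin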
# NPY-Y2 antag: antagonists of human neuropeptide Y receptor Y2. P49146. NPY-Y2 expressing cells, antagonist mode. inhibition, % at 2.7 µM. actives 0.99% (n = 140,000). AID 793; in the data active = inhibition above about 17%;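 also: 0% = vehicle with agonist challenge and 100% = reference antagonist with challenge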
# Target sequence (P49146 whole entry, looked up): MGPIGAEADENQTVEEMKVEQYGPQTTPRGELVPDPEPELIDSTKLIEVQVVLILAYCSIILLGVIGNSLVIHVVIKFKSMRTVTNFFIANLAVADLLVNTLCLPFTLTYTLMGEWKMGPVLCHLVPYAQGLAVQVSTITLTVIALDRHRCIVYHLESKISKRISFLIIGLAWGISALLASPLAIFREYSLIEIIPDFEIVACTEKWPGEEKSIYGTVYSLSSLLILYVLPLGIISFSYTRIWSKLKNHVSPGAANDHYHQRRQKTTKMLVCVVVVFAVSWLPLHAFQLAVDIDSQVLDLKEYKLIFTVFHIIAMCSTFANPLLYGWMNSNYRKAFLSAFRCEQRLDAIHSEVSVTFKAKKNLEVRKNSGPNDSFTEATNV
# E-sel TNF inh: blocks E-selectin expression induced by TNF alpha | HUVEC TNFa-induced E-selectin immunofluorescence, high content | inhibition, % at 2 µM | actives 0.71% (n = 120,000) | AID 1246;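 active = inhibition above the batch mean plus 3 SD, and confirmed as a hit on visual image review, cut at about 43% in these data; inconclusive = passes the inhibition cutoff but fails visual image review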;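 also: 0% = TNF-stimulated DMSO wells and 100% = unstimulated control wells; not every result past the cut was called active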
# HCT116 PTEN-null: growth suppressors of cells with PTEN tumor suppressor deletion; AID 827; HCT116 PTEN-null viability, CellTiter-Glo, 60 h; active compounds read low; viability, % at 10 µM; actives 1.2% (n = 140,000);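 active = viability at or below a set limit, 4 SD under the median of all tested compounds, cut at about 3.7% in these data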;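 also: PTEN knockout HCT116 line with beta catenin targeted HCT116 as companion control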
# GALR2 antag: blocks the human galanin receptor 2; O43603; GALR2-expressing cells, antagonist mode; inhibition, % at 4 µM; actives 0.39% (n = 140,000); in the data active = inhibition above about 27%;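 also: cells stimulated with galanin 1-16 at roughly its EC80; 0% = agonist challenge control and 100% = basal control without agonist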
# Target sequence (O43603 whole entry, looked up): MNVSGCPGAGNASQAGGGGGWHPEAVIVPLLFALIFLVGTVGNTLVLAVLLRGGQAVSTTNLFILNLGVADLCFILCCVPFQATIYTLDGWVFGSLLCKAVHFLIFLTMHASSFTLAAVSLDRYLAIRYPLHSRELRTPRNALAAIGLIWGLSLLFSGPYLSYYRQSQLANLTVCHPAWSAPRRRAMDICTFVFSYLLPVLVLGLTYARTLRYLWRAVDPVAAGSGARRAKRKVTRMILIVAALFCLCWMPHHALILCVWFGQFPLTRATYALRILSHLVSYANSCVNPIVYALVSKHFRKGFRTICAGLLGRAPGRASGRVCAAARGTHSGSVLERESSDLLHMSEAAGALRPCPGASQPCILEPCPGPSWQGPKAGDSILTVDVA
# The depositor's hits bear a star; ? = inconclusive; . = no result given. Not a hit list; overall some 6.2% were active at least once.
# Start of the listing, in advance:
SMILES,Phagocyt inh,HCT116 bCat-KO,Yeast life ext,Yeast growth inh,Measles CPE,MRP1 act,NPY-Y2 antag,E-sel TNF inh,HCT116 PTEN-null,GALR2 antag
Cc1cc(C)c2nc(C(F)(F)F)c(C#N)c(N)c2c1,-1,84,-16,-53,9,-1.6,1,-2,101,15
C/C=C(/C(=C/C)c1ccc(O)cc1)c1ccc(O)cc1,.,60,14,-44,36,-1.9,4,.,60,3

# The whole of this part, repeating the preview:
SMILES,Phagocyt inh,HCT116 bCat-KO,Yeast life ext,Yeast growth inh,Measles CPE,MRP1 act,NPY-Y2 antag,E-sel TNF inh,HCT116 PTEN-null,GALR2 antag
Cc1cc(C)c2nc(C(F)(F)F)c(C#N)c(N)c2c1,-1,84,-16,-53,9,-1.6,1,-2,101,15
C/C=C(/C(=C/C)c1ccc(O)cc1)c1ccc(O)cc1,.,60,14,-44,36,-1.9,4,.,60,3
COc1cc2ccccc2cc1C(=O)O,0,98,0,34,2,-1.5,1,0,92,-1
CCOC(=O)N1CCN(C(=O)COc2cccc3c2CCN(Cc2ccccc2F)C3=O)CC1,-8,86,3,-37,10,-2.6,9,-16,83,-10
CCN(CC)C(=O)CSc1nnc(-c2ccccc2)o1,-1,102,-10,-70,23,1.1,1,11,111,-4
Cc1ccc(-c2noc(CCC(=O)NC3CCN(Cc4ccccc4)CC3)n2)cc1,1,39,-7,-28,3,-4.3,6,.,45,0
CCSc1nnc(NC(=O)CSc2nnc(CNC(=O)c3ccccc3F)o2)s1,2,89,-5,-22,10,-1.7,1,15,90,-5
COc1ccc(-n2c(C)nc3cc(C(=O)NCc4ccc5c(c4)OCO5)ccc32)cc1,-5,88,-5,-17,1,-1.3,6,-5,96,1
Cc1ccc(-c2nnn(CC(=O)N(Cc3ccco3)C(C(=O)NC3CCCC3)c3cccs3)n2)o1 (stereo not given),.,78,.,-19,16,-2.2,4,13,89,15
Cc1nc2ccccc2c(=O)n1NC(=O)C1CCCCC1,2,64,-8,4,2,-0.8,-1,-10,77,-14
CCn1cc([N+](=O)[O-])c(C(=O)N2N=C(c3ccc4ccccc4c3)CC2c2cc(Br)ccc2O)n1 (stereo not given),.,2.4*,.,-57,22,-7.4,2,5,3.2*,-8
CC1=CC2=NC(=O)/C(=C\c3cccn3CCOc3ccc(C)c(C)c3)C(=N)N2O1,-10,91,-2,-8,32,-1.5,1,.,96,-3
COCc1cc(=O)[nH]c(Nc2nc(C)c3ccccc3n2)n1,-1,1.7*,-6,5,3,-3.2,-1,8,2.3*,0
Cc1cc(C)nc(-n2nc(C)c(C3(O)C(=O)Nc4ccccc43)c2N)n1 (stereo not given),0,95,-8,-30,5,-1.3,5,-29,90,10
N#Cc1c(N)nc2c(c1-c1cccs1)CCCC2,-7,97,0,-17,3,0.0,1,-18,99,-3
CC(C)c1ccc(CNCc2ccccc2)cc1,.,85,14,-81,35,-2.9,5,16,87,-5
CCCn1nnnc1SCC(=O)N1CCOCC1,0,109,-7,-61,9,-1.1,0,?,121,2
COc1ccc(/C=N/NC(=O)c2ccc(Cl)cc2)cc1Cn1cc(Cl)cn1,-7,89,-1,-11,5,-1.9,-1,6,95,5
O=C(COC(=O)c1ccco1)NC1CCCCC1,-2,92,-6,-14,15,-2.1,1,.,103,-6
Cc1cc(C)n2nc(C(=O)OCCOc3ccc(Br)cc3)nc2n1,-2,94,-12,-61,5,0.0,1,-17,94,10
Cc1cnn(-c2nc(-c3cccs3)cc(C(F)(F)F)n2)c1,-2,94,-13,-70,21,-1.4,3,-1,90,4
COc1cc(Nc2ccc(C)cc2)c([N+](=O)[O-])nc1[N+](=O)[O-],.,23,.,9,3,-5.8,0,16,21,6
O=c1[nH]nnc2sc3c(c12)CCCC3,.,103,-10,2,12,-2.7,4,19,123,-15
CCOC(=O)CN1C(=O)C(O)(CC(=O)c2ccccn2)c2ccccc21 (stereo not given),-1,80,-1,-10,22,-2.5,-1,11,87,1
COc1ccc(CCNC(=O)C2CC(c3c(Cl)cccc3Cl)=NO2)cc1 (stereo not given),-1,87,-24,-43,3,-0.1,4,-8,77,-9
CCCCN(CCCC)S(=O)(=O)c1ccc(NC(=O)c2ccc([N+](=O)[O-])cc2Cl)cc1,.,16,6,-8,18,-3.2,0,-4,7,5
CC(=O)Nc1ccc(OC(F)(F)C(F)F)c(NC(C)=O)c1,0,95,9,-82,19,0.4,-2,4,94,-3
NS(=O)(=O)c1ccc(CCNC(=O)Nc2ccc(Cl)cc2)cc1,4,80,-2,-34,7,-1.8,0,-33,73,19
Cc1onc(-c2ccccc2)c1C(=O)NCCN1CCOCC1,-2,102,-4,-34,10,-0.3,1,-37,113,0
CCOC(=O)C1CCCN(CC(=O)NC2CC2)C1 (stereo not given),0,89,.,10,4,-1.8,.,.,95,.
Cc1cnc(C(=O)Nc2nnc(SCc3c(Cl)cccc3Cl)s2)cn1,-5,20,2,-35,4,-0.4,2,.,26,6
CCOc1ccccc1C(=O)NCCCN1CCN(CCCNC(=O)c2ccccc2OCC)CC1,0,75,-10,-22,10,-1.9,1,-23,88,11
CCOC(CNC(=O)CCc1c(C)nc2nc(C)nn2c1C)OCC,-1,93,-17,-29,5,-1.3,2,-6,98,6
Cc1ccc(Cl)cc1N1CCN(C(=O)CCC(=O)O)CC1,1,95,-3,-4,15,-3.1,9,13,91,10
COCCn1c(SCC(=O)c2c(-c3ccccc3)n(C)c3ccccc23)nnc1-c1ccncc1,-9,85,0,-13,2,-2.8,2,12,81,-5
COCCCN1C(=O)c2[nH]nc(-c3cc(C)cc(C)c3O)c2C1c1ccc(O)c(OC)c1 (stereo not given),0,89,-9,-9,7,-3.1,0,.,80,9
COCCNC(=S)N1CCOCC1,-3,88,0,-39,0,-1.2,0,-105,92,2
CCc1ccc(C2N3CC4([N+](=O)[O-])CN2CC([N+](=O)[O-])(C3)C4(C)C)cc1 (stereo not given),-14,95,1,-23,2,-1.2,1,.,101,-7
Cc1nnc(-c2cnn(-c3ccccc3)c2N)n1Cc1cccc(C(F)(F)F)c1,.,79,-16,-7,5,-1.4,1,-6,77,4
COc1ccc(-c2cc(-c3cccs3)nc3sc(C#N)c(N)c23)cc1,7,82,-5,-13,22,-2.2,0,.,74,9
C=CCOc1ccc(Oc2cc(C)nc(SC)n2)nn1,.,89,.,-3,5,-3.3,2,-6,96,8
O=C(CCOc1ccccc1)N1CCN(S(=O)(=O)c2cccs2)CC1,-2,93,19,-5,3,-3.1,2,-26,87,0
C=CCn1cc(/C=N/NC(=O)COc2cccc3cccnc23)c2ccccc21,.,94,-4,-40,11,1.6,8,34,91,7
c1ccc(C2CCC3(CC2)Oc2ccccc2C2CC(c4cccnc4)=NN23)cc1 (stereo not given),.,89,7,-33,22,-1.4,0,.,81,6
COc1ccc2cc(/C=N/NC(=O)CN(c3ccccc3C)S(=O)(=O)c3ccccc3)c(Cl)nc2c1,-1,58,8,-3,44,-4.0,-2,.,40,4
O=C(c1ccco1)N1CCN(C(=O)C2CCN(S(=O)(=O)c3cnc[nH]3)CC2)CC1,-3,99,0,9,8,-1.2,3,12,91,-8
N/C(=N\OC(=O)Nc1ccc(Cl)c(Cl)c1)c1ncc(C(F)(F)F)cc1Cl,0,71,-10,-58,2,0.4,3,10,62,-3
COc1ccc(NC(=O)Nc2cc(C)ccc2F)cc1,.,92,-12,-11,9,-1.2,-1,-9,93,14
O=C(Cn1cc(C(=O)C2CC2)c2ccccc21)NCC1CCCO1 (stereo not given),-2,87,-1,-20,30,-1.4,3,-31,94,10
Cc1ccc(-n2c(-c3cccc(C)c3)n[nH]c2=S)cc1,0,104,-3,3,22,0.1,4,11,95,11
COc1ccc(-n2c(Cc3cccn3C)nnc2SCC(=O)NCc2ccccc2Cl)cc1,0,92,-4,-30,6,-3.6,2,-22,80,-3
Cc1ccc(NC(=O)c2nc(C)n(-c3ccc([N+](=O)[O-])cc3)n2)cc1,4,106,-4,-43,10,-0.2,2,17,93,-2
Cc1cc(C(=O)N2CCN(Cc3ccccc3)CC2)on1,.,96,0,20,13,-1.1,3,4,104,-4
CCCN1C(=O)c2ccccc2NC1c1ccc(OC)cc1O (stereo not given),-2,85,-12,4,42,-1.3,1,.,72,-16
CCCCCn1c(=O)[nH]c2cc(C(=O)N3CCN(Cc4ccc5c(c4)OCO5)CC3)ccc2c1=O,-1,16,-4,-17,16,-4.6,0,15,18,1
Cn1c(SCC(=O)N/N=C/C=C\c2ccco2)nc2ccccc21,-4,66,-9,-22,5,-0.9,3,-7,64,-1
N#CC1=C2SCN(c3ccc(F)cc3)CN2C(=O)CC1c1cccc(F)c1 (stereo not given),.,50,-8,-32,6,-1.8,2,2,49,0
O=C(NC(=O)c1ccccc1F)Nc1nc(-c2cccs2)cc(C(F)(F)F)n1,.,75,0,-13,10,-4.1,-1,-23,76,0
COc1ccc(NC(=O)CN2CCC3(O)CCCCC3C2c2ccccc2OC)cc1 (stereo not given),0,77,-21,-40,5,-2.0,2,16,76,-2
O=c1c(-c2ccnn2-c2cccc(Cl)c2)cnc2n1CCS2,-1,96,0,3,18,-1.1,3,24,100,0
# The results go on:
SMILES,Phagocyt inh,HCT116 bCat-KO,Yeast life ext,Yeast growth inh,Measles CPE,MRP1 act,NPY-Y2 antag,E-sel TNF inh,HCT116 PTEN-null,GALR2 antag
CCOc1ccc2cc(C#N)c(SCC(=O)NC(C)CC)nc2c1 (stereo not given),0,95,-2,-8,14,-3.6,5,10,93,0
COc1ccc(/C=C(\NC(=O)c2ccc(OC)c(OC)c2)C(=O)NCCc2c[nH]c3ccccc23)cc1,.,84,-15,-14,16,-1.4,2,.,82,-4
Fc1ccccc1CSc1nnc(-c2cnccn2)n1Cc1ccco1,.,93,-7,-21,6,-3.9,8,-3,89,-13
Cc1nc(SC2C=CS(=O)(=O)C2)n[nH]1 (stereo not given),-1,86,-2,-1,-1,-0.3,3,2,92,-14
CCNC(=S)N/N=C/c1ccc(OCc2ccc(C(=O)OC)cc2)cc1,-13,101,3,-16,12,0.0,3,.,102,-1
CC(C)(C)c1cnnn1-c1ccc(NC(=O)c2ccc(Br)o2)cc1,0,73,-23,-52,22,-1.3,2,-24,70,8
O=C(OCc1cn(-c2ccc(Cl)cc2)nn1)c1ccccc1,3,82,-24,4,5,-0.9,8,-12,86,0
N#Cc1c(-c2ccco2)nc(SCc2ccc(F)cc2)[nH]c1=O,3,97,-4,-47,5,2.1,9,.,104,-6
Cc1[nH]c(=O)[nH]c(=O)c1S(=O)(=O)N1CCCC(C(=O)N2CCC(Cc3ccccc3)CC2)C1 (stereo not given),0,88,-10,-42,15,-1.6,0,-3,99,1
Cc1ccc(CNC(=O)C(=O)NCC2OCCN2S(=O)(=O)c2cccs2)cc1 (stereo not given),.,92,2,-28,15,3.2,3,-5,92,2
Cc1ccc(-c2cc(N)n3nc(-c4ccc(C)cc4)cc3n2)cc1,.,99,-5,-48,4,-0.5,4,-15,91,-4
CC(C)n1c(C(=O)OCC(=O)NCc2ccc3c(c2)OCO3)cc2occc21,1,92,-11,-51,23,-1.8,14,.,102,-1
